Screening results as filed in PubChem BioAssay.
OX1R antag-1: human HCRTR1 antagonism; O43613; CHO/OX1R cells, Fluo-8 calcium fluorescence, orexin A; AID 434989; inhibition, % at 5 µM; hit rate 0.43% among 330,000;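 active means inhibition above its plate's threshold, mean inhibition of all tested compounds on the plate plus 3 SD, cut at about 37% in these data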;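 further: 0% = orexin A challenge wells and 100% = SB-334867-A antagonist wells; not every result past the cut was called active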
Target sequence (O43613 whole entry, looked up): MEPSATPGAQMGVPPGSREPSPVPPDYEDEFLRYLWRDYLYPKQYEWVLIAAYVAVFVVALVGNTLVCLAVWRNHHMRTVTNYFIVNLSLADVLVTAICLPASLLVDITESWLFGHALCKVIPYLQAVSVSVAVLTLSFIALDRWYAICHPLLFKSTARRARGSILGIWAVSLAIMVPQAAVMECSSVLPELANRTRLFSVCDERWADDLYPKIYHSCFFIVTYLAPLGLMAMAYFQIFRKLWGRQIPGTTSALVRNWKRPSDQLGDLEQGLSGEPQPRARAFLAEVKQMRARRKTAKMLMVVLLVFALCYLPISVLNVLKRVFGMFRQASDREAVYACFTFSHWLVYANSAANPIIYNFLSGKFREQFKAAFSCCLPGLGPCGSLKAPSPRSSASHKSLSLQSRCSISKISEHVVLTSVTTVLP
OX1R antag-2: OX1R (human) antagonism. hit rate 1.8% among 330,000. inhibition, % at 6.6 µM. AID 485270. OX1R-expressing cells, FRET antagonist read-out. O43613; in the data active means inhibition mostly above about 38%, no sharp cut-off; inactive means mostly below about 40%;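 further: 0% = agonist challenge alone and 100% = reference antagonist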
* hit, by the source's call; & = joins results of further samples.

1	COc1ccc(S(=O)(=O)N2CCN(C(=O)c3cccnc3)CC2)cc1OC
2	O=C(c1ccc(Cl)c(S(=O)(=O)N2CCCCCC2)c1)N1CCN(CCO)CC1
3	CCCN(CCC)S(=O)(=O)c1cccc(C(=O)Nc2ccc3c(c2)OCO3)c1
4	O=C(CSc1cccc[n+]1[O-])Nc1ccc(N2CCOCC2)cc1
5	COc1ccccc1C(C)NCC(=O)NCc1ccc(C)cc1 (configuration not stated)
6	Nc1nonc1-c1noc(N2CCCCC2)n1
7	Cc1c(C(=O)NC(=S)Nc2ccc(N3CCOCC3)cc2)cccc1[N+](=O)[O-]
8	COc1ccccc1NS(=O)(=O)c1cc(NC(=O)c2sccc2C)ccc1N1CCCC1

| assay / entry | 1 | 2 | 3 | 4 | 5 | 6 | 7 | 8 |
| --- | --- | --- | --- | --- | --- | --- | --- | --- |
| OX1R antag-1 | -21.9 | -14.5 | 3.8 | -16.4 | -28.9 | -6.4 | -20.6 | -5.7 |
| OX1R antag-2 | -7.0 | 3.9 | 5.6 | 5.7 | -3.2 | 11.8 | 17.2 | 22.7 |

9	CCN(CC)C(=O)CSCC(=O)Nc1ccccc1
10	CN1CCN(c2oc(-c3ccccc3Cl)nc2S(=O)(=O)c2ccccc2)CC1
11	CC(C)Cn1c(N)c(C(=O)COC(=O)c2cnccn2)c(=O)n(C)c1=O
12	CSCCC(NC(=O)C1CCC(C)CC1)C(=O)Nc1ccc(NC(C)=O)cc1 (configuration not stated)
13	O=C(Cn1nnc2ccccc21)c1ccc(Cl)cc1
14	CC(C)=CCC/C(C)=C/CNC(=O)C[C@H]1C[C@H](C(=O)N2CCOCC2)[C@@]2(C)c3[nH]c4cc(CCC(=O)N(C)C)ccc4c3CCN2C1=O
15	COc1ccc(C(=O)NCC(c2ccccc2)N2CCCC2)cc1S(=O)(=O)N1CCOCC1 (configuration not stated)
16	CC1CN(C(=S)SCCN2C(=O)CCC2=O)CC(C)O1 (configuration not stated)

| assay / entry | 9 | 10 | 11 | 12 | 13 | 14 | 15 | 16 |
| --- | --- | --- | --- | --- | --- | --- | --- | --- |
| OX1R antag-1 | -22.8 | -21.2 | 14.7 | -29.9 | -13.5 | 28.1 | -15.5 | -9.0 |
| OX1R antag-2 | 18.2 | -0.2 | 9.0 | 12.4 | 5.8 | 13.1 | -0.7 | 9.1 |

17	Cc1nc2ccccc2c2oc(C(=O)NCc3ccccn3)cc12
18	Nn1c(CSc2nc3ccccc3o2)nnc1CSc1nc2ccccc2o1
19	C/C(=N\N=c1/sc2ccccc2n1C)c1ccccn1
20	COc1cc(Cl)c(C)cc1NC(C)C(=O)Nc1cc(C(F)(F)F)ccc1N1CCOCC1 (configuration not stated)
21	CN(CC(=O)NCCc1ccccc1)S(=O)(=O)c1ccc(Br)s1
22	O=C(NCCCN1CCOCC1)c1ccc2c(=O)n(CCc3ccccc3)c(=O)[nH]c2c1
23	CCCCN(CCCNC(=O)c1ccc2nc(N3CCOCC3)sc2c1)Cc1ccccc1
24	Nc1nc2ccccc2n1CCOc1ccccc1Cl

| assay / entry | 17 | 18 | 19 | 20 | 21 | 22 | 23 | 24 |
| --- | --- | --- | --- | --- | --- | --- | --- | --- |
| OX1R antag-1 | -10.4 | -9.1 | -6.2 | -55.7 | -24.0 | -5.0 | -27.1 | 5.1 |
| OX1R antag-2 | 6.9 | 33.5 | 62.5* | 19.5 | 12.4 | 11.7 | 8.3 | 9.7 |

25	Cc1ccc(S(=O)(=O)N2CCN(C(=O)COC(=O)/C=C/c3ccc([N+](=O)[O-])cc3)CC2)c(C)c1
26	N=c1c2c3c(sc2nc2n1CCCCC2)CCCCC3
27	COC(=O)C1C(=O)C2=C(CC1C)NC(C)=C(C(=O)OC1CCCCC1)C2c1ccc(N(C)C)cc1 (configuration not stated)
28	Cc1nn(C(C)C(=O)NCC2CCCO2)c(C)c1[N+](=O)[O-] (configuration not stated)
29	Cn1ccnc1/C(=N\NC(=O)c1ccc(O)cc1)c1cccc([N+](=O)[O-])c1
30	Cc1ccccc1OCC(=O)Nc1ccc(S(=O)(=O)Nc2onc(C)c2C)cc1
31	CCOC(=O)NC(=O)CSc1nc2ccc([N+](=O)[O-])cc2[nH]1
32	CC(C)Cn1c(CCC(=O)O)ccc1-c1cccs1

| assay / entry | 25 | 26 | 27 | 28 | 29 | 30 | 31 | 32 |
| --- | --- | --- | --- | --- | --- | --- | --- | --- |
| OX1R antag-1 | 24.4 | -9.5 | -20.2 | -16.9 | -6.7 | -5.3 | -10.9 | -12.2 |
| OX1R antag-2 | 4.1 | 15.8 | 9.2 | 7.6 | 15.3 | 14.4 | 43.8 | 27.1 |

33	CCCCOC(=S)NC(=O)c1sc2ccccc2c1Cl
34	CC/C(=N\Nc1ccccc1[N+](=O)[O-])c1ccc(O)cc1
35	CCn1c(SCC(N)=O)nc2ccccc2c1=O
36	COC(=O)c1c(NC(=O)c2cccc([N+](=O)[O-])c2)sc(C(N)=O)c1C
37	O=C(CN1N=C(c2ccc(Cl)cc2)CCC1=O)NCc1cccnc1
38	N#CCS(=O)(=O)c1ccccc1
39	Cc1ccc(C(=O)C(C(=O)/C=C/c2ccccc2)=C2SCCCS2)cc1
40	CN1CCc2c(sc(NC(=O)c3ccco3)c2C(N)=O)C1

| assay / entry | 33 | 34 | 35 | 36 | 37 | 38 | 39 | 40 |
| --- | --- | --- | --- | --- | --- | --- | --- | --- |
| OX1R antag-1 | 4.8 | 4.9 | -5.5 | -5.7 | -0.2 | -1.2 | -4.7 | -6.8 |
| OX1R antag-2 | -1.8 | 18.7 | 15.7 | 8.2 | 19.1 | 10.1 | 39.2 | 12.9 |

41	O=C(N/N=C/c1ccco1)c1cc(-c2ccccc2)nc2ccccc12
42	O=C(O)COc1ccc(NC(=O)c2ccc3c(c2)C(=O)N(C2CCCCC2)C3=O)cc1
43	COc1ccc(C2C3=C(CCCC3=O)Nc3nc(SCc4ccccc4)nn32)cc1OC (configuration not stated)
44	CC(=O)Nc1ccc(N2Cc3ccccc3C2)cc1
45	CC12CCC(=O)N1C(C(=O)Nc1ccc(Cl)c(Cl)c1)CS2 (configuration not stated)
46	COc1ccccc1OCc1ccc(C(=O)NCc2cccnc2)o1
47	O=C(NC1CCCCC1)c1ccc(-c2ccc(Cl)cc2)o1
48	CCc1ccc2[nH]c(=O)c(CN(CCCO)C(=O)NCc3ccccc3)cc2c1

| assay / entry | 41 | 42 | 43 | 44 | 45 | 46 | 47 | 48 |
| --- | --- | --- | --- | --- | --- | --- | --- | --- |
| OX1R antag-1 | -24.5 | -0.6 | -22.9 | -10.0 | 2.6 | -12.6 | -33.8 | -26.5 |
| OX1R antag-2 | 15.6 | 20.5 | 12.1 | 33.1 | 9.4 | 12.1 | 14.5 | 9.7 |

49	CCC(C)Nc1nc(OCC(F)(F)F)nc(OCC(F)(F)F)n1 (configuration not stated)
50	O=S(=O)(c1ccc(N2CCC(c3ccc(Cl)cc3)=N2)cc1)N(CCO)CCO
51	C=CCNc1nc(C)c(C(C)=O)cc1C#N
52	COc1cc(/C=N/NS(=O)(=O)c2ccc(C)c([N+](=O)[O-])c2)cc([N+](=O)[O-])c1O
53	O=C(CCn1c(=O)c2ccccc2n(Cc2cccc([N+](=O)[O-])c2)c1=O)N1CCc2ccccc2C1
54	COc1cccc(-n2c(=O)c3sccc3n(CC(=O)NC3CCCC3)c2=O)c1
55	CC(=O)N1c2ccc(S(=O)(=O)N3CCCC3)cc2CC1C(=O)Nc1cc(C)cc(C)c1 (configuration not stated)
56	O=C(O)CNC(=O)c1ccc(NC(=O)/C(=C/c2cccc([N+](=O)[O-])c2)NC(=O)c2ccco2)cc1

| assay / entry | 49 | 50 | 51 | 52 | 53 | 54 | 55 | 56 |
| --- | --- | --- | --- | --- | --- | --- | --- | --- |
| OX1R antag-1 | -14.7 | 45.8* | -13.4 | 1.6 | -16.4 | -7.4 | -10.1 | 1.1 |
| OX1R antag-2 | 2.4 | 6.7 | 6.7 | 9.4 | 7.2 | 19.6 | 3.6 | 40.9 |

57	CCc1cc(C(=O)COc2ccc(F)cc2)c(O)cc1O
58	Cc1ccc(-n2c(C)cc(C(=O)CN3C(=O)C(=O)N(C4CCCC4)C3=O)c2C)cc1
59	Cc1ccc(/C=C/C(=O)O)cc1S(=O)(=O)N1CCc2ccccc21
60	CSCC[C@@H](C(=O)NCCCCCCCCCCC(=O)N1CCNCC1)n1cc(CCO)nn1
61	CN(C)CCC(c1ccc(Br)cc1)c1ccccn1 (configuration not stated)
62	CCOC(=O)CCCCCC(=O)Nc1ccc2c(c1)CC(=O)N([C@@H](C)CO)C[C@H](C)[C@@H](CN(C)Cc1ccccc1)O2
63	O=C(c1cccc(C(F)(F)F)c1)c1c[nH]c(C(=O)NCC2CCCO2)c1 (configuration not stated)
64	COc1ccc(N2CCN(C(c3cccs3)c3nnnn3C3CCCC3)CC2)cc1 (configuration not stated)

| assay / entry | 57 | 58 | 59 | 60 | 61 | 62 | 63 | 64 |
| --- | --- | --- | --- | --- | --- | --- | --- | --- |
| OX1R antag-1 | 9.9 | -28.9 | -3.9 | -15.7 | 0.5&-23.4 | -25.9 | -17.1 | -26.0 |
| OX1R antag-2 | 2.1 | 16.7 | -2.3 | 25.3 | 5.5&6.7 | 0.8 | 24.9 | 19.2 |

Laid out differently: entries from further up.
cpd	SMILES	OX1R antag-1	OX1R antag-2
63	O=C(c1cccc(C(F)(F)F)c1)c1c[nH]c(C(=O)NCC2CCCO2)c1 (configuration not stated)	-17.1	24.9
64	COc1ccc(N2CCN(C(c3cccs3)c3nnnn3C3CCCC3)CC2)cc1 (configuration not stated)	-26.0	19.2

Later entries
65	CCN=C(NCC)SC1CC(=O)N(c2ccc(F)cc2)C1=O (configuration not stated)
66	C=CCn1c(SCC(=O)Nc2sc3c(c2C#N)CCC(C)C3)nc2cc(C(=O)O)ccc2c1=O (configuration not stated)
67	CCOc1c(C)cc2[nH]c(CCC(=O)O)nc2c1C
68	Cc1cccc(-n2c(SCC(=O)Nc3nnc(C)s3)nnc2-c2ccoc2C)c1
69	CCOC(=O)c1c2c3c(cccc3[nH]c1=O)C(=O)c1ccccc1-2
70	Cc1c(O)c2c(=O)n(-c3ccccc3)c(-c3ccccc3)cc2oc1=O
71	COc1cc(NC(=O)c2ccc3c(c2)S(=O)(=O)N=C2CCCCCN23)cc(OC)c1
72	COc1ccc(C)cc1N(CC(=O)N1CCCC1)S(C)(=O)=O

| assay / entry | 65 | 66 | 67 | 68 | 69 | 70 | 71 | 72 |
| --- | --- | --- | --- | --- | --- | --- | --- | --- |
| OX1R antag-1 | -17.0 | -33.9 | -14.4 | -34.5 | -22.5 | -1.0 | -5.3 | -17.2 |
| OX1R antag-2 | 10.9 | 3.4 | 12.0 | 28.1 | 8.7 | -3.8 | 19.5 | 12.4 |

73	Cc1ccc(NC(=O)CN2C(=O)NC(C)(c3ccc(Cl)cc3)C2=O)c(Br)c1 (configuration not stated)
74	COc1ccc(Cn2nnnc2C(c2cccs2)N2CCN(c3ccc([N+](=O)[O-])cc3)CC2)cc1 (configuration not stated)
75	O=C(NNC(=O)c1cccs1)c1ccc(Cl)c(Cl)c1
76	Cc1ccc(/C=N/NC(=O)COc2ccccc2-c2ccccc2)cc1
77	CC(=O)c1cccc(NC(=S)N2c3ccccc3CC2C)c1 (configuration not stated)
78	CCOc1ccc(C(=O)Nc2cnn(Cc3ccc(Cl)c(Cl)c3)c2)cc1
79	COc1ccc(C(=O)Nc2cc(C)nn2-c2cccc(F)c2)cc1OC
80	CCCCn1c(=NC(=O)c2ccco2)c(C(=O)OCC)cc2c(=O)n3cccc(C)c3nc21

| assay / entry | 73 | 74 | 75 | 76 | 77 | 78 | 79 | 80 |
| --- | --- | --- | --- | --- | --- | --- | --- | --- |
| OX1R antag-1 | -21.5 | 6.8 | -20.4 | -3.3 | -7.8 | 25.0 | -6.5 | -29.7 |
| OX1R antag-2 | 1.9 | 5.2 | 4.1 | 8.3 | 7.3 | 8.8 | 11.2 | 29.9 |

81	CCc1noc(C)c1C(=O)OCC(=O)NC(=O)c1ccccc1
82	CCCN1CCCC[C@H]1C(=O)Nc1c(C)cccc1C
83	Cc1nnc(SCC(=O)NC2CCCCC2)n1C1CCCCC1
84	Cc1c(Br)c([N+](=O)[O-])nn1CC(=O)Nc1cccc2nonc12
85	Fc1ccc(Br)cc1/C=N/N1CCN(c2ccccc2)CC1
86	COc1ccc(NC(=O)c2ccc3nc[nH]c3c2)c(OC)c1
87	COC(=O)COc1ccsc1C(=O)OC
88	O=C(/C=C/c1ccc(S(=O)(=O)N2CCOCC2)cc1)NC(=S)NCCCn1ccnc1

| assay / entry | 81 | 82 | 83 | 84 | 85 | 86 | 87 | 88 |
| --- | --- | --- | --- | --- | --- | --- | --- | --- |
| OX1R antag-1 | -9.4 | -1.9 | -26.7 | -25.5 | -4.3 | -12.2 | -11.2 | -29.0 |
| OX1R antag-2 | 39.5 | 9.5 | 2.5 | 9.5 | 4.0 | 11.9 | -7.1 | 12.5 |

Exported as labelled records: entries from further up.
59: Cc1ccc(/C=C/C(=O)O)cc1S(=O)(=O)N1CCc2ccccc21
- OX1R antag-1: -3.9
- OX1R antag-2: -2.3
60: CSCC[C@@H](C(=O)NCCCCCCCCCCC(=O)N1CCNCC1)n1cc(CCO)nn1
- OX1R antag-1: -15.7
- OX1R antag-2: 25.3
61: CN(C)CCC(c1ccc(Br)cc1)c1ccccn1 (configuration not stated)
- OX1R antag-1: 0.5&-23.4
- OX1R antag-2: 5.5&6.7

Following part.
89	CCN1CCN(CCC(=O)Nc2ccccc2OC)CC1
90	Cc1cc(Br)ccc1NC(=O)c1ccccc1-c1ccccc1
91	Cc1cc(C)n2nc(C(=O)NCc3ccccc3)nc2n1
92	CCOC(=O)N1CCN(c2c(NCc3ccccn3)c(=O)c2=O)CC1
93	CCN(CC)C(=O)CN1CCN(Cc2ccc3c(c2)OCO3)CC1
94	COc1ccccc1NC(=O)CCC(=O)O
95	O=C(COc1ccc2ccc(=O)oc2c1)NC1CCS(=O)(=O)C1 (configuration not stated)

| assay / entry | 89 | 90 | 91 | 92 | 93 | 94 | 95 |
| --- | --- | --- | --- | --- | --- | --- | --- |
| OX1R antag-1 | 9.9 | -54.0 | -16.1 | -16.8 | -12.1 | -5.0 | -6.6 |
| OX1R antag-2 | 4.5 | 28.9 | 2.2 | 15.6 | 11.0 | 0.5 | -1.6 |
